Compound activity deposited in PubChem by several laboratories.
Platelet DG rel = platelet dense granule release activity; human platelet-rich plasma, SFLLRN dense granule ATP release, luminescence; hit rate 0.22% among 300,000; inhibition, %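 (compounds screened at 7.5 µM in platelet-rich plasma)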; AID 1663;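 active = mean replicate score, as percent of positive control, at or above 50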
Dyrk1A ADPGlo = inhibitors of rat Dyrk1A kinase | ADP-Glo luminescence, NFATc1 peptide | inhibition, % at 12.5 µM | hit rate 0.43% among 310,000; in the data active = inhibition above about 50%;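 also: plate controls were vehicle with enzyme for no effect and no enzyme for full effect; many of its hits are not listed in these tables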
GSK3beta inhib = inhibitors of human GSK3beta kinase | P49841 | GST-GSK3beta kinase, ADP-Glo luminescence, 60 min; stronger effect = lower value | activity score (negative = inhibition), % at 10 µM | hit rate 0.038% among 300,000 | AID 2097;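 active = more than half of replicate wells score below -50%, meaning over 50% inhibition versus plate controls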;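 also: 0% = median DMSO wells and -100% = median GW8510 positive control wells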
Target sequence (P49841 whole entry, looked up): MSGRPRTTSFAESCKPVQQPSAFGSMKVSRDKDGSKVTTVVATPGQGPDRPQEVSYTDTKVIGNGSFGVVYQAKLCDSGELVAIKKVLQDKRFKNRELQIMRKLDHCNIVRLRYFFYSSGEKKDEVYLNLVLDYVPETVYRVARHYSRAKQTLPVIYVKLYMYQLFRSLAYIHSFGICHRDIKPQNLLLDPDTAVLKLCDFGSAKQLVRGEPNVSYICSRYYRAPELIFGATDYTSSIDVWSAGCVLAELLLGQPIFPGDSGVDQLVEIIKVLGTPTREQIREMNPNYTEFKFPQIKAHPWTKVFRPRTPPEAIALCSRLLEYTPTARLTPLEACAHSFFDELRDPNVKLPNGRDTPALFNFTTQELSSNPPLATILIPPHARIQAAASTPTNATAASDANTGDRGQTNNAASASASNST
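Assay system: GST-tagged human GSK3beta kinase, cell-free; Input: 1.6 ng GSK3beta; Medium: Tris/MgCl2 kinase buffer; Timing: 60 min enzyme reaction, room temperature; Signal: ADP-Glo luminescence quantifying ADP generated by kinase; Evaluation: score relative to plate controls; Benchmarks: DMSO neutral wells and GW8510 at 20 µM as positive.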
HSF1 inh = HSF1 inhibition | NIH3T3-HGL HSE-luciferase, MG132-induced, luminescence 8 h; stronger effect = lower value | activity change, negative = inhibition, % at 7.5 µM (by protocol) | hit rate 0.77% among 300,000 | AID 2098;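 active = more than half of replicate wells show activity change below -50%, luminescence cut by over half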;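 also: luciferase reports HSF-1 transcriptional activity via heat shock element; 0% = median of DMSO wells and -100% = zero luminescence signal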
IEC-6 tox = counter-screen for KLF5 inhibitors: cytotoxicity in IEC-6 cells | hit rate 0.78% among 290,000 | IEC-6 cytotoxicity, luminescence viability | AID 1825 | inhibition, % at 5 µM; in the data active = inhibition above about 22%;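 also: 0% = plate median of test compound wells and 100% = cytotoxic reference compound wells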
HSP90 inh = inhibitors of HSP90 luciferase refolding in rabbit reticulocyte lysate; luciferase refolding luminescence, 3 h; inhibition, % at 5.6 µM; hit rate 0.91% among 290,000; AID 1789;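 active = inhibition above the screen-wide mean plus 3 SD, computed separately per campaign, cut at about 16% in these data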;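 also: 0% = DMSO wells and 100% = 60 µM geldanamycin wells; inhibitors lower the luminescence because luciferase stays unfolded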
GSK3A inh = inhibitors of human GSK-3 alpha kinase; P49840; hit rate 0.1% among 320,000; ADP-Glo luminescence, 60 min; AID 2650; inhibition, % at 10 µM;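 in the data active = inhibition above about 50%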;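 also: GST-tagged GSK-3 alpha with peptide substrate and 25 µM ATP; 0% = DMSO neutral wells and 100% = GW8510 positive control wells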
Target sequence (P49840 whole entry, looked up): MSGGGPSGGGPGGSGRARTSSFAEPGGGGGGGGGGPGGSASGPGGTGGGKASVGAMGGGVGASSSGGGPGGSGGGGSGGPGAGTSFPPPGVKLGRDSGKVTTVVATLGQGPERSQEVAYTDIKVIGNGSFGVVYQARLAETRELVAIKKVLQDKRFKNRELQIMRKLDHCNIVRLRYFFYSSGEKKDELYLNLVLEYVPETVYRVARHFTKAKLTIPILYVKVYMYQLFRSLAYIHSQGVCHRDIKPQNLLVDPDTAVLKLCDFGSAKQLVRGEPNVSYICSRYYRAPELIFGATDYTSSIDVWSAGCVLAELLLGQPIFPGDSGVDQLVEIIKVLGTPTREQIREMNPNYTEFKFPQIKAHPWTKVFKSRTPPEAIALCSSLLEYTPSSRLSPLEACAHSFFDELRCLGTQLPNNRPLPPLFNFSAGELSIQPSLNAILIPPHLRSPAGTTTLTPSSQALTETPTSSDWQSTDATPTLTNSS
aSyn 5UTR inh = 5' untranslated region of α-synuclein, MLPCN primary screen | alpha-synuclein 5'UTR reporter, inhibitor activity | inhibition, % (tested at 7.5 µM) | hit rate 0.82% among 300,000 | AID 1813; in the data active = inhibition above about 60%;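 also: H4 neuroglioblastoma cells stably carrying SNCA 5'UTR luciferase fusion; 0% = DMSO wells and 100% = positive control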
HSF-1 act = increases HSF-1 driven luciferase reporter signal | activation, % at 9 µM | NIH3T3-HGL HSF-1 luciferase reporter, MG132, 8 h; 100% = twice DMSO control signal | AID 504408 | hit rate 1.7% among 300,000;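 active = mean replicate activation of at least 50% with a set share of replicates each reaching 50%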;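 also: 0% = median of the neutral control wells and 100% = twice that signal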
KLF5 inh = suppresses KLF5 promoter-driven expression. inhibition, % at 5 µM. hit rate 0.23% among 290,000. AID 1700. DLD-1 KLF5 promoter-luciferase reporter, luminescence;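 active = inhibition above a per-plate limit of that plate's mean compound inhibition plus 3 SD, cut at about 60% in these data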;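 also: 0% = DMSO wells and 100% = LY294002 at 200 µM; higher means less KLF5 promoter-driven luciferase light; inactives centre near -14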
* hit, by the source's call; nt = no result given.

SMILES | Platelet DG rel | Dyrk1A ADPGlo | GSK3beta inhib | HSF1 inh | IEC-6 tox | HSP90 inh | GSK3A inh | aSyn 5UTR inh | HSF-1 act | KLF5 inh
CC(NC(=O)c1ccccc1F)c1cccc2ccccc12 (stereo not drawn) | -2 | -6 | 0 | 1 | nt | nt | 6 | 2 | -4 | nt
CCOC(=O)Cn1c(-c2ccccc2)cc(SC)c(C#N)c1=O | 0 | nt | -1 | 10 | -2 | -1 | -1 | -11 | -4 | -21
CCC(=O)Nc1ccc(C(=O)N/N=C/c2cccnc2)cc1 | -2 | 0 | 0 | -4 | 3 | 1 | 1 | -20 | -11 | -33
CCNC(=O)C(C)Sc1ccc(Cl)cc1 (stereo not drawn) | 1 | 3 | 1 | 5 | -3 | 0 | 3 | -10 | -2 | -25
CCn1c(=O)cc(OCC(=O)Nc2cccc(C)n2)c2ccccc21 | 5 | -3 | 3 | -2 | 2 | 5 | 0 | -11 | 2 | 3
Cc1cc(C)nc(-n2nc(C)cc2NC(=O)CN2CCCC2)n1 | -1 | 1 | 1 | 9 | 2 | -2 | nt | 12 | 22 | -6
COc1ccc(Cl)cc1NC(=S)NCc1cccnc1 | 4 | 1 | 1 | -2 | 1 | -3 | -2 | -2 | 7 | -24
COc1cc(C(=O)NCc2nnc(SCC(=O)N3CCc4ccccc43)o2)cc(OC)c1OC | 0 | -3 | -1 | 2 | 1 | -3 | -2 | 15 | 8 | -2
COC(=O)c1sc2nc(N)c(C#N)cc2c1N | -8 | nt | -3 | 10 | 6 | -3 | 3 | 17 | 40 | -31
O=C(CSc1nc2ccccc2c(=O)n1-c1ccc(Cl)cc1)N/N=C/C=C/c1ccccc1[N+](=O)[O-] | 0 | -4 | -1 | -1 | -4 | -5 | -12 | 49 | 0 | -17
O=C(NC1CC1)c1cc(=O)c2ccccc2o1 | -8 | -1 | -2 | -3 | 0 | -1 | -2 | -5 | 1 | -13
CCCOc1ccc(/C=C/C(=O)OCC(=O)N(C)c2c(N)n(Cc3ccccc3)c(=O)[nH]c2=O)cc1OCC | -23 | 2 | nt | -2 | nt | nt | -1 | 0 | -26 | nt
CCN(CC)c1ccc2cc(-c3nc4ccccc4n3C)c(=O)oc2c1 | 5 | 1 | -1 | -15 | 84* | 2 | 0 | -226 | -20 | 50
O=C(COC(=O)c1ccc([N+](=O)[O-])o1)Nc1cccc(S(=O)(=O)N2CCCCC2)c1 | 13 | nt | -1 | 2 | 1 | -1 | -2 | 14 | 7 | 12
O=C(O)c1oc2ccccc2c1CSc1ccc(Cl)cc1 | -7 | 8 | 1 | -7 | -3 | -4 | -9 | 11 | 4 | 8
CN(CC(=O)Nc1ncn[nH]1)S(=O)(=O)c1ccc(Cl)cc1 | -4 | -6 | -1 | -6 | -6 | -7 | -3 | 11 | -7 | -27
CCCNS(=O)(=O)c1ccc(OCC(=O)Nc2ccccc2F)cc1 | -6 | 1 | -2 | 6 | 10 | 2 | 1 | -13 | -8 | -4
CN(C)c1ccc(N=Cc2ccco2)cc1 | nt | -7 | nt | nt | -2 | -2 | 1 | nt | nt | -24
O=C(COc1ccc(Br)cc1CNCCc1ccccc1)NCc1ccccc1 | 1 | 10 | -4 | 2 | 0 | 1 | 7 | -16 | 7 | -47
O=C(Nc1c(C(=O)N2CCOCC2)oc2ccccc12)c1cccc([N+](=O)[O-])c1 | 1 | -1 | nt | -5 | 2 | 1 | -1 | -37 | 1 | -11
O=C(Cc1ccccc1Cl)Nc1ccc(S(=O)(=O)N2CCOCC2)cc1 | -3 | -1 | -1 | 7 | nt | nt | 0 | 26 | 26 | nt
O=C(NCC(c1ccco1)N1CCc2ccccc21)c1ccc([N+](=O)[O-])cc1 (stereo not drawn) | -1 | -6 | 1 | -5 | nt | nt | -1 | 8 | 10 | nt
COC(=O)c1cc(Cl)c(NC(=O)c2cc3ccccc3o2)cc1OC | -2 | 14 | 3 | 0 | 5 | -4 | -1 | -154 | 12 | -40
COc1ccc(NC(=O)c2cnn(-c3ccccc3)c2C)c(OC)c1 | 1 | -3 | 0 | -4 | 7 | 0 | -3 | 2 | -1 | -12
O=C(CCCNC(=O)c1ccc(Cl)cc1)Nc1cccc(F)c1 | -5 | 1 | -2 | -6 | 13 | 2 | -1 | 16 | -19 | -16
COC(=O)c1ccc(CNC(=O)CSc2nnc(COc3ccccc3)n2C)o1 | -27 | -9 | -1 | -11 | 0 | 0 | -1 | -18 | -10 | 2
COCCCNC(=S)N/N=C/c1ccc(N(C)C)cc1Cl | -4 | nt | 2 | 12 | -3 | -4 | 1 | -107 | 25 | -28
O=C(c1ccccc1F)N1CCCc2ccccc21 | -6 | 16 | 0 | -12 | -3 | 1 | 0 | -11 | -1 | -16
O=C(NC(=S)NCC1CCCO1)c1ccccc1Br (stereo not drawn) | -5 | -5 | 1 | 2 | -4 | -6 | -3 | -27 | -1 | -92
CCOC(=O)Cc1csc(NC(=O)c2cc(C)cc(C)c2)n1 | -2 | 2 | 4 | 2 | -2 | 1 | -4 | -1 | -1 | -22
COc1ccc(OC)c(NC(=O)C2CCN(c3cc(-c4ccccc4)nc4ncnn34)CC2)c1 | -4 | 0 | 3 | -5 | -3 | -2 | nt | 26 | -11 | -3
CC(C)NC(=O)Cn1cc(C(=O)COc2ccccc2)c2ccccc21 | 0 | -4 | 1 | 3 | 6 | 5 | -2 | 8 | -1 | 13
CCCc1ccc(NC(=O)C2CCN(c3cnccn3)CC2)cc1 | -3 | nt | -1 | -7 | 4 | 1 | nt | 26 | -12 | -19
CC(NC(=S)NCc1ccc(F)cc1)C12CC3CC(CC(C3)C1)C2 (stereo not drawn) | -1 | 8 | -1 | 3 | 0 | -3 | 0 | 12 | 2 | -22
O=S(=O)(NCc1ccccc1)c1ccc(S(=O)(=O)N(Cc2ccccn2)C2CCCC2)cc1 | -7 | 4 | -4 | 14 | -6 | -1 | -2 | 11 | 5 | -24
Cc1[nH]c(=S)sc1Cc1ccc(Cl)c(Cl)c1 | 12 | nt | 3 | -2 | 3 | -3 | -2 | -2 | 19 | -51

Molecules from the list above with fluorine (5):
SMILES | Platelet DG rel | Dyrk1A ADPGlo | GSK3beta inhib | HSF1 inh | IEC-6 tox | HSP90 inh | GSK3A inh | aSyn 5UTR inh | HSF-1 act | KLF5 inh
CC(NC(=O)c1ccccc1F)c1cccc2ccccc12 (stereo not drawn) | -2 | -6 | 0 | 1 | nt | nt | 6 | 2 | -4 | nt
CCCNS(=O)(=O)c1ccc(OCC(=O)Nc2ccccc2F)cc1 | -6 | 1 | -2 | 6 | 10 | 2 | 1 | -13 | -8 | -4
O=C(CCCNC(=O)c1ccc(Cl)cc1)Nc1cccc(F)c1 | -5 | 1 | -2 | -6 | 13 | 2 | -1 | 16 | -19 | -16
O=C(c1ccccc1F)N1CCCc2ccccc21 | -6 | 16 | 0 | -12 | -3 | 1 | 0 | -11 | -1 | -16
CC(NC(=S)NCc1ccc(F)cc1)C12CC3CC(CC(C3)C1)C2 (stereo not drawn) | -1 | 8 | -1 | 3 | 0 | -3 | 0 | 12 | 2 | -22

New compounds follow:
SMILES | Platelet DG rel | Dyrk1A ADPGlo | GSK3beta inhib | HSF1 inh | IEC-6 tox | HSP90 inh | GSK3A inh | aSyn 5UTR inh | HSF-1 act | KLF5 inh
O=c1c2ccccc2nnn1CSc1nc2ccccc2[nH]1 | -7 | -1 | -2 | 22 | 2 | 4 | -3 | -173 | 40 | -91
Cc1cnc(C(=O)OCC(=O)c2ccccc2)cn1 | 5 | 14 | -2 | -3 | nt | nt | -3 | -14 | 5 | nt
Cc1ccc2sc(N(CCCN(C)C)C(=O)c3ccc(S(=O)(=O)N(C)C4CCCCC4)cc3)nc2c1C | -17 | 7 | 3 | -1 | nt | nt | -1 | -17 | -7 | nt
O=C(Nc1cccc(C(F)(F)F)c1)c1ccc(Cn2cc(Br)cn2)o1 | 1 | nt | 1 | 5 | 7 | -1 | -3 | 0 | 3 | 2
N#Cc1c(NC(=O)C2CC(c3ccccc3Cl)=NO2)sc2c1CCC2 (stereo not drawn) | -3 | 7 | 0 | -3 | -6 | -1 | -1 | -32 | 10 | -31
CN(C)/C=C(/C(=O)c1ccc(Cl)cc1Cl)S(=O)(=O)c1ccc(Cl)cc1 | -3 | -3 | -2 | 3 | -1 | -2 | -3 | 7 | 18 | -24
CCC(=O)N1CCc2cc(S(=O)(=O)Nc3ccccc3C)ccc21 | -2 | -4 | 3 | -2 | -4 | 1 | 0 | -16 | 14 | -23
CCOc1ccccc1NC(=O)N1CCCC1C(=O)NCc1ccco1 (stereo not drawn) | 1 | 1 | -1 | 1 | 0 | 9 | nt | -6 | 11 | 27
C/C(O)=c1/cnc2nc3ccccc3n2c1=O | 11 | 22 | 2 | 1 | 3 | -2 | 1 | -14 | 16 | -18
Cc1cc2ncn(-c3ncnc4scc(-c5ccccc5)c34)c2cc1C | -2 | 0 | -3 | 3 | -6 | 0 | 0 | 4 | 14 | -24
CCCc1cc(=O)[nH]c(SCC(=O)N(C)CC(=O)Nc2ccc(C)cc2)n1 | -1 | 6 | 5 | 1 | 3 | -1 | -1 | 10 | -11 | 2
Cc1nnc(SCC(=O)NC(=O)Nc2ccc3c(c2)OCCO3)s1 | -2 | nt | -16 | 8 | -2 | 1 | 11 | -17 | 9 | -38
Cc1cc(-n2nc(C)cc2C)n2nc(C)c(-c3ccc(Cl)cc3)c2n1 | -8 | -3 | 0 | 8 | 2 | -1 | -3 | 9 | 15 | -8
Cc1cc(C)cc(OCc2nnc(SCC(=O)NC3CC3)n2C)c1 | 1 | -2 | 2 | -1 | -3 | -4 | -2 | -4 | -1 | -26
OCC1(Cc2ccccc2C(F)(F)F)CCN(Cc2ccncc2)CC1 | 12 | 3 | 16 | 4 | 8 | 3 | nt | 8 | -10 | -21
CC(/C=N/NC(=O)c1ccncc1)=C\c1ccc(C(C)C)cc1 | 3 | -27 | -18 | 4 | 5 | 7 | -3 | -146 | 32 | 2
COc1ccc(C(=O)Nc2ccc(NC(=O)c3ccccc3)cc2)cc1S(=O)(=O)N1CCOCC1 | 10 | -3 | 1 | 1 | 9 | 3 | -2 | 9 | 9 | -15
COC(=O)c1[nH]nc(C(=O)OC(C)(C)C)c1-c1ccccc1 | 2 | -6 | 2 | 2 | -2 | -2 | -2 | 18 | -7 | -16

At a glance, 3 of the compounds above:
SMILES | Platelet DG rel | Dyrk1A ADPGlo | GSK3beta inhib | HSF1 inh | IEC-6 tox | HSP90 inh | GSK3A inh | aSyn 5UTR inh | HSF-1 act | KLF5 inh
Cc1cc(C)cc(OCc2nnc(SCC(=O)NC3CC3)n2C)c1 | 1 | -2 | 2 | -1 | -3 | -4 | -2 | -4 | -1 | -26
OCC1(Cc2ccccc2C(F)(F)F)CCN(Cc2ccncc2)CC1 | 12 | 3 | 16 | 4 | 8 | 3 | nt | 8 | -10 | -21
CC(/C=N/NC(=O)c1ccncc1)=C\c1ccc(C(C)C)cc1 | 3 | -27 | -18 | 4 | 5 | 7 | -3 | -146 | 32 | 2

Some of the compounds tested. The share of hits here may be higher or lower than overall.
